Bioassay records (PubChem)
LYPLA2 counter: blocks human lysophospholipase 2, a PME1 counter-screen; O95372; recombinant LYPLA2, FP-Rh probe fluorescence polarization; inhibition, % at 5.9 µM; hit rate 0.38% among 320,000; AID 2177;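 active = inhibition above the screen-wide mean plus 3 SD, limit set per campaign, cut at about 26% in these data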;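 also: 0% = LYPLA2 with DMSO and 100% = wells lacking LYPLA2 enzyme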
PAFAH1B3 FP inh: PAFAH1B3 (human) inhibition. Q15102. recombinant PAFAH1B3, FP-rhodamine probe, fluorescence polarization. inhibition, % at 3.39 µM. hit rate 0.28% among 340,000. AID 492972;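 active = inhibition above the screen-wide average of all tested compounds plus 3 SD, cut at about 25% in these data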;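 also: 0% = enzyme with DMSO only and 100% = wells lacking PAFAH1B3 protein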
PAFAH1B2 FP inh: PAFAH1B2 (human) inhibition; P68402; recombinant PAFAH1B2, FP-rhodamine activity probe, fluorescence polarization; inhibition, % at 3.39 µM; hit rate 1.2% among 340,000; AID 492953;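 active = inhibition above the mean of all tested compounds plus 3 SD, cut at about 24% in these data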;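 also: 0% = enzyme with DMSO and 100% = wells lacking PAFAH1B2; many of its hits are not listed in these tables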
PAD4 FP inh: PAD4 (human) enzyme inhibition. hit rate 0.41% among 330,000. recombinant PAD4, RCA probe fluorescence polarization. inhibition, % at 6.36 µM. Q9UM07;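 active = percent inhibition above a cutoff equal to the mean of all tested compounds plus 3 SD, cut at about 15% in these data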;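 also: 0% = PAD4 with RCA probe and DMSO and 100% = probe without PAD4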
Target sequence (Q9UM07 whole entry, looked up): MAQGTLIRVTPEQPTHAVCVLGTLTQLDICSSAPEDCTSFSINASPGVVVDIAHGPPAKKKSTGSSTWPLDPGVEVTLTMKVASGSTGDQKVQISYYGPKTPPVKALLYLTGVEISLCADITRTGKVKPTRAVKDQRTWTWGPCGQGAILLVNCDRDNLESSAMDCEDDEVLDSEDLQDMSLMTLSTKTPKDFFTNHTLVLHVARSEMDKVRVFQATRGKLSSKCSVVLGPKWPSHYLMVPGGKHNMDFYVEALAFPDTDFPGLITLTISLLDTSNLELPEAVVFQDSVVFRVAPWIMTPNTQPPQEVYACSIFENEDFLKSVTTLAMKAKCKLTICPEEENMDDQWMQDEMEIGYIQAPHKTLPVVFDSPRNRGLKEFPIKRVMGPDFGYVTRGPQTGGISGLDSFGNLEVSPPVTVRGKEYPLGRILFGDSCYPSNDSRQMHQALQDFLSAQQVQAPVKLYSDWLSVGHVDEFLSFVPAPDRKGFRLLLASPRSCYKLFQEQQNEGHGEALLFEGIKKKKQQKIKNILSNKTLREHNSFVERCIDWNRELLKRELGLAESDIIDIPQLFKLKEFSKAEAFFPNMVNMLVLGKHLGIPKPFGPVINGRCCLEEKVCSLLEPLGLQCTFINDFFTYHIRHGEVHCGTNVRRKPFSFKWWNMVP
GSTO1 counter: GSTO1 inhibition, counter-screen for RBBP9 inhibitors | P78417 | recombinant GSTO1, activity-based probe fluorescence polarization | inhibition, % at 5.96 µM | hit rate 1.1% among 300,000 | AID 1974;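 active = inhibition above the campaign mean inhibition plus 3 SD, cut at about 35% in these data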;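 also: 0% = GSTO1-1 with DMSO and 100% = wells lacking GSTO1-1 enzyme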
PREPL inh: inhibitors of human prolyl oligopeptidase-like enzyme PREPL; Q4J6C6; recombinant PREPL, fluorescence polarization activity-based probe; inhibition, % at 5.96 µM; hit rate 0.68% among 320,000; AID 2751; in the data active = inhibition above about 43%;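 also: 0% = enzyme with DMSO and 100% = wells lacking enzyme; many of its hits are not listed in these tables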
LYPLA1 counter: blocks human lysophospholipase 1, a PME1 counter-screen; hit rate 0.16% among 320,000; O75608; recombinant LYPLA1, FP-Rh probe fluorescence polarization; inhibition, % at 5.9 µM;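 active = inhibition above the mean of all tested compounds plus 3 SD, set per campaign, cut at about 14% in these data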;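 also: inhibitors block serine hydrolase probe labeling of LYPLA1 so polarization falls; 0% = enzyme with DMSO and 100% = wells lacking LYPLA1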
Target sequence (O75608 whole entry, looked up): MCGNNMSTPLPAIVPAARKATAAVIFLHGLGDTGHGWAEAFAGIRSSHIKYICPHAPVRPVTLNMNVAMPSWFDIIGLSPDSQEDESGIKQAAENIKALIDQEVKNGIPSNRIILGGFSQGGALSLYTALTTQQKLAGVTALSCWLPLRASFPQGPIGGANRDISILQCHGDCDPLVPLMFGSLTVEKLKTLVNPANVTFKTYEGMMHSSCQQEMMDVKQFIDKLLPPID
PME-1 primary: PME-1 (human) inhibition; recombinant PME-1, FP-Rh probe fluorescence polarization; inhibition, % at 5.9 µM; hit rate 0.53% among 320,000; AID 2130;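 active = inhibition above the campaign mean of all compounds plus 3 SD, cut at about 26% in these data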;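 also: competitive labeling of PME-1 active site by serine hydrolase directed probe; 0% = PME-1 with DMSO and 100% = wells lacking PME-1 enzyme; inhibitors block probe labeling so polarization falls and inhibition rises; many of its hits are not listed in these tables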
pPAFAH inh: inhibitors of human plasma PAF acetylhydrolase (pPAFAH) | recombinant pPAFAH, FP-rhodamine probe fluorescence polarization | inhibition, % at 3.39 µM | hit rate 1.5% among 330,000;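 active = inhibition above the mean inhibition across the screen plus 3 SD, cut at about 25% in these data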;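 also: inhibitors block binding of the rhodamine activity-based probe so polarization drops; 0% = enzyme with DMSO and 100% = wells lacking pPAFAH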
The depositor's hits bear a star; . = not tested or not shown.

SMILES	LYPLA2 counter	PAFAH1B3 FP inh	PAFAH1B2 FP inh	PAD4 FP inh	GSTO1 counter	PREPL inh	LYPLA1 counter	PME-1 primary	pPAFAH inh
CCOP(=O)(C#Cc1ccccc1)C(O)c1ccc(Br)cc1 (centres undefined)	-4	4	4	2	8	-13	2	5	-5
CCN1CCN(CC(c2ccccc2)c2ccccc2)CC1	-4	4	3	-2	3	11	-1	-4	-4
CCCC(C)n1[nH]c(=O)c2c1NC(=O)CSC2c1ccccc1 (centres undefined)	5	3	4	-1	15	7	2	3	2
CCCCCCC(=O)c1c(O)n(-c2ccccc2OC)c(=O)[nH]c1=O (tested in a mixture with another compound)	1	.	.	-3	-2	-3	0	-1	7
Cc1cccc(CN2CCN(c3ccc(Cl)cc3)CC2)c1	0	4	7	3	1	16	-2	-4	1
CN1CCN(c2c(F)cc([N+](=O)[O-])c(N)c2Br)CC1	-2	3	-4	2	7	-34	-3	-5	5
Cc1cc(Br)ccc1N1C(=O)CC(=O)NC1=O	1	2	4	-6	10	-1	-5	0	5
CC(C)OP(=O)(O)NC(=O)c1ccccc1	-8	15	7	-5	-4	2	1	0	-2
CCOP(=O)(OCC)C(O)c1cccnc1 (centres undefined)	3	8	8	1	16	15	1	-7	2
COc1cc2c3cc1Oc1c(OC)c(OC)cc4c1[C@H](Cc1ccc(cc1)Oc1cc(ccc1O)C[C@H]3N(C)CC2)N(C)CC4	.	10	4	1	.	36	.	.	2
O=C(CN1CC=C(c2ccccc2)CC1)NC(=O)NC1CCCCC1	-3	3	0	1	-4	16	-2	-5	7
O=C1NC(=O)C2(Cc3ccccc3N3CCCC32)C(=O)N1c1ccc(Cl)cc1 (centres undefined)	-3	.	.	-6	-6	19	-3	0	12
C/C(=N\N(C)c1ccccc1)c1c(O)[nH]c(=O)[nH]c1=O	0	-2	4	0	-7	2	-2	-5	4
C[C@H]1C[C@@H](C)C(=O)[C@@H]([C@H](O)CC2CC(=O)NC(=O)C2)C1	3	0	1	-1	-6	0	2	-1	2
CCOC(=O)C1=C(N)Oc2c(c(=O)oc3ccccc23)C12C(=O)N(C)c1ccccc12 (centres undefined)	-4	9	0	1	-6	-5	-1	-6	0
CCOC(=O)C1C2NC(=O)N(Cc3ccccc3)C1(C)Oc1c(OC)cccc12 (centres undefined)	1	1	3	-6	2	11	6	5	0
CCOC(=O)c1nc2ccccc2c(=O)n1-c1ccc(C)cc1C	0	3	4	-1	2	2	4	2	2
CCN(CC)CCOC(=O)C(O)(c1ccccc1)c1ccccc1	1	5	1	1	3	-1	1	6	1
C1CCC(NC2CCCCC2)CC1	0	9	3	2	.	4	-3	-1	-2
CN1CC[C@@]23CCCC[C@@H]2[C@@H]1Cc1ccc(O)cc13	2	5	-4	-2	-1	24	1	-5	4

Looked up above.
Entry for CN1CCN(c2c(F)cc([N+](=O)[O-])c(N)c2Br)CC1 in PME-1 primary: -5
Entry for Cc1cccc(CN2CCN(c3ccc(Cl)cc3)CC2)c1 in pPAFAH inh: 1

(more compounds)
SMILES	LYPLA2 counter	PAFAH1B3 FP inh	PAFAH1B2 FP inh	PAD4 FP inh	GSTO1 counter	PREPL inh	LYPLA1 counter	PME-1 primary	pPAFAH inh
O=C1NC(=S)N(c2ccccc2)C(=O)C1C(c1ccncc1)C1C(=O)NC(=S)N(c2ccccc2)C1=O (centres undefined)	-1	7	3	-6	9	-6	-3	-4	1
CC12CN3CCN(CC(C3)C1O)C2 (centres undefined)	0	0	4	0	6	-1	0	0	3
CN1/C(=C\C=Nc2ccccc2)C(C)(C)c2ccccc21	-18	-18	-14	-52	-9	-54	-6	-18	-7
C=CCOC(=O)c1ccccc1N	1	0	8	0	.	2	3	1	1
O=C(/C=C/c1ccc(F)cc1)NC(=S)N1C[C@H]2C[C@H](C1)c1cccc(=O)n1C2	-1	1	-1	0	-6	6	-7	-3	-1
CN(C)c1nc(OCCNC(=O)COc2ccc(Cl)cc2Cl)nc(N2CCCCC2)n1	-8	1	4	3	4	2	-2	-4	3
CCOc1ccccc1CN1CCCC(C(=O)c2cc(F)ccc2F)C1 (centres undefined)	8	1	5	-3	5	0	4	3	-2
COc1ccc2[nH]cc(CCN)c2c1	6	10	5	-1	2	14	0	-8	-5
COC1CCCCC1NCCc1ccccc1 (centres undefined)	5	8	-1	0	7	3	5	-3	0
CCC(=Nc1ccc2c(c1)CCC2)c1c(O)n(C)c(=O)n(C)c1=O	7	2	1	-1	0	-1	1	-5	5
C[N+]1(C)C2CCC1CC(OC(=O)C(CO)c1ccccc1)C2 (centres undefined)	8	0	4	4	5	10	1	9	1
O=C1NC(=O)N(c2ccc(F)cc2)C(=O)/C1=C/c1ccsc1	0	6	3	-10	-12	0	4	-3	-2
Cc1ccc2cc(CNCCc3ccccc3C)c(=O)[nH]c2c1	-4	2	5	-3	-2	-89	0	-2	3
Cc1cc(Br)c(NC(=O)CN2CC=C(c3ccccc3)CC2)c(Br)c1	-5	4	2	-1	-29	-8	-1	31*	1
CNCC1(c2ccccc2)CCCC1	-3	7	3	-3	4	-5	-2	2	-2
O=C1C2CCN(CC2)C12CC2c1ccc(C(F)(F)F)cc1 (centres undefined)	-2	6	0	-3	-7	3	0	-2	-1
O=C(C1CC(c2ccc(Cl)c(Cl)c2)=NO1)N1CCC2(CC1)OCCO2 (centres undefined)	-3	2	3	2	2	15	-2	2	61*
CC(=NCCCN1CCOCC1)c1c(O)n(Cc2ccccc2)c(=O)[nH]c1=O	0	3	2	-3	-2	1	3	8	4
CNP(=S)(NC)OCCOc1ccc(OC)cc1	-3	1	3	1	-9	15	0	3	0
CNC(=O)c1cccn(Cc2ccc(C(F)(F)F)cc2)c1=O	-4	8	2	-3	14	12	-1	-4	3
COc1ccc(CC2(CCc3ccccn3)C(=O)NC(=O)N(c3ccccc3C)C2=O)cc1OC (centres undefined)	-4	5	5	-2	2	-12	-1	-5	1
CC(C)OP(=O)(OC(C)C)C(O)c1ccc(Br)cc1 (centres undefined)	-1	8	3	-4	1	5	-3	-3	2
Cc1ccc2nc3c(cc2c1)CC1(C(=O)N(C)C(=O)N(C)C1=O)C1COCCN31 (centres undefined)	3	-1	1	-4	-1	9	-1	1	0
COc1ccc(C(O)c2ccccc2OP(=O)(N(C)C)N(C)C)cc1 (centres undefined)	-3	4	4	2	-1	11	1	10	-3
CN(C)CC#CCn1c2ccccc2c2ccccc21	-1	.	.	-8	7	-9	-1	-2	1
CCSc1nnc([C@@H](N)Cc2c[nH]c3ccccc23)o1	-2	-5	7	-6	5	2	-1	-3	3
CN1CCN(c2ncnc3c2cnn3C)CC1	-3	.	.	-1	11	12	-1	-3	0
CCC1(C)CC(CCNCc2ccc(N(C)C)cc2)(c2ccc(F)cc2)CCO1 (centres undefined)	2	2	3	-2	10	15	-3	8	1
CCOc1cc(CNCCc2c[nH]c3ccccc23)cc(Cl)c1OCC	-1	15	3	3	7	-65	-4	1	5
CCC12CN3CCN(CC(C3)C1O)C2 (centres undefined)	3	1	0	-1	8	-4	-1	-8	7
CC(C)c1ccc(-n2c(O)c(C=NC(CCS(C)=O)C(=O)O)c(=O)[nH]c2=S)cc1 (centres undefined)	-9	10	1	-9	-14	2	-4	-3	3
NC(=O)C1CCN(/C=C2\C(=O)NC(=O)N(Cc3ccco3)C2=O)CC1	-6	6	-1	-1	1	-6	-3	0	8
CC(C(O)c1ccccc1)N(C)CCn1cnc2c1c(=O)n(C)c(=O)n2C (centres undefined)	3	2	4	3	1	-5	2	-2	5
CCN(CC)CCCN=C(C)c1c(O)n(-c2ccc(C)cc2)c(=O)[nH]c1=O	0	6	0	-2	2	11	0	-2	-2
O=C1OCCN1P(=O)(c1ccccc1)c1ccccc1	4	-1	11	0	-1	10	-2	-2	2
COCC(C)OC(=O)c1c(N)n(Cc2ccco2)c2nc3ccccc3nc12 (centres undefined)	1	4	2	-11	59*	7	-3	-1	7
Clc1cc(Cl)cc(NC2=NCCS2)c1	-3	10	11	1	4	2	-4	0	3
CS(=O)(=O)NNP(=O)(NNS(C)(=O)=O)NC(=O)c1ccc(Br)cc1	-2	6	1	-4	-8	-2	0	-1	1
Cn1c(O)c(Cc2ccc(OCc3ccccc3)cc2)c(=O)n(C)c1=O	-2	11	21	-1	6	2	-1	4	3
Cc1sc2ncn(CC(=O)NCC(=O)N3CCC4(CC3)OCCO4)c(=O)c2c1C	-2	1	1	-3	-6	7	0	-3	7
CCN(CC)S(=O)(=O)c1ccc(C)c(NCC(=O)Nc2ccc(C#N)c(Cl)c2)c1	-18	-1	-3	1	0	-48	-17	-2	4
Fc1ccc(CCNCc2ccc(Cl)c(Cl)c2)cc1	4	10	0	-5	1	-32	3	3	5
O=c1[nH]c(O)c(N=Nc2ccc(S(=O)(=O)N3CCOCC3)cc2)c(=O)[nH]1	-2	1	7	-5	38*	9	-1	-2	4
COc1ccc(S(=O)(=O)Cc2ccc(C(=O)N3CCC4(CC3)OCCO4)o2)cc1	-2	8	2	-1	6	9	-6	5	2

Entries from the list above with a Cl atom:
SMILES	LYPLA2 counter	PAFAH1B3 FP inh	PAFAH1B2 FP inh	PAD4 FP inh	GSTO1 counter	PREPL inh	LYPLA1 counter	PME-1 primary	pPAFAH inh
Cc1cccc(CN2CCN(c3ccc(Cl)cc3)CC2)c1	0	4	7	3	1	16	-2	-4	1
O=C1NC(=O)C2(Cc3ccccc3N3CCCC32)C(=O)N1c1ccc(Cl)cc1 (centres undefined)	-3	.	.	-6	-6	19	-3	0	12
CN(C)c1nc(OCCNC(=O)COc2ccc(Cl)cc2Cl)nc(N2CCCCC2)n1	-8	1	4	3	4	2	-2	-4	3
O=C(C1CC(c2ccc(Cl)c(Cl)c2)=NO1)N1CCC2(CC1)OCCO2 (centres undefined)	-3	2	3	2	2	15	-2	2	61*
CCOc1cc(CNCCc2c[nH]c3ccccc23)cc(Cl)c1OCC	-1	15	3	3	7	-65	-4	1	5
Clc1cc(Cl)cc(NC2=NCCS2)c1	-3	10	11	1	4	2	-4	0	3
CCN(CC)S(=O)(=O)c1ccc(C)c(NCC(=O)Nc2ccc(C#N)c(Cl)c2)c1	-18	-1	-3	1	0	-48	-17	-2	4
Fc1ccc(CCNCc2ccc(Cl)c(Cl)c2)cc1	4	10	0	-5	1	-32	3	3	5

Not all compounds are listed; count on the stated rates, not on these rows.
